NPYLR7 agonist = activates Aedes aegypti NPYLR7 receptor; HEK293T NPYLR7/Galpha15, GCaMP6s calcium fluorescence; AID 1259423; hit rate 0.15% among 270,000; activation, % at 10 µM; in the data active = activation above about 40%;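 note: 0% = vehicle and 100% = reference agonist at the receptor; some compounds past the cut are filed as inactive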
mcGAS lum = mouse cGAS inhibition by luminescence; Q8C6L5; recombinant cGAS, Kinase-Glo ATP depletion luminescence; inhibition, % at 12.5 µM; hit rate 0.15% among 160,000;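 note: 0% = negative control wells and 100% = reference inhibitor with no enzyme activity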
hcGAS inh = inhibitors of human cGAS. Q8N884. recombinant h-cGAS, ATP depletion, Kinase-Glo luminescence. inhibition, % at 12.5 µM. hit rate 0.081% among 290,000. AID 1259398;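 note: 0% = vehicle reaction and 100% = reaction without DNA for no activity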
Target sequence (Q8N884 whole entry, looked up): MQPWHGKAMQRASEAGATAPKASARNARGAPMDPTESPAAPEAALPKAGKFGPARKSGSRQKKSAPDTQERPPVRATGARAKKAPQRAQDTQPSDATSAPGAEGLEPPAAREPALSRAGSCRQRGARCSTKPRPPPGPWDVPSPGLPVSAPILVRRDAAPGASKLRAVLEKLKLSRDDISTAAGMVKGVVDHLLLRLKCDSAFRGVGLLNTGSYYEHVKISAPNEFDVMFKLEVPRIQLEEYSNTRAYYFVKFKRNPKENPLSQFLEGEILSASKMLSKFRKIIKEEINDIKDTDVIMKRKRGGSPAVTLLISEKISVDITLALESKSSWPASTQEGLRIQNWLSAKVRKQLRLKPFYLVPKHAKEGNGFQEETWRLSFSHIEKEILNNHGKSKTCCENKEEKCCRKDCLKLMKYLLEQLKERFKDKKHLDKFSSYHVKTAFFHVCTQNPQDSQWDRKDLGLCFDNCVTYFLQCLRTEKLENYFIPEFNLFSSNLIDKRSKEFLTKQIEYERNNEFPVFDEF
* = called active by the depositor; nt = no result given; & = joins results of further samples. Cut-off read from the data, not from the text of the source, unless noted: active = inhibition above about 40%; inactive = the rest.

SMILES	NPYLR7 agonist	mcGAS lum	hcGAS inh
O=C(CNC1(c2ccccc2)CC1)NCC(F)(F)F	-1	nt	4
NCCCCC(=O)O	4	-4&-2	1&1
Cc1c(-c2ccc(NC(=O)C(C)C)cc2)nc2ccccn12	-1	-2	-3
Cc1ccc(-c2c(F)cccc2OC(C)C)nn1	5	nt	0
Cc1cccnc1CN1CCN(Cc2cccc(OC3CCCC3)c2)CC1	-2	nt	-2
Cc1ccccc1OCC(O)C(=O)N1CCc2c(nc[nH]c2=O)C1 (centres undefined)	0	nt	-7
COc1ccccc1N(CCC(N)=O)C(=O)/C=C/c1cccc(F)c1	1	nt	2
CCC(=O)Nc1cccc(C(=O)N2CCn3cccc3C2CC)c1 (centres undefined)	-5	-10	-1
O=C(NC1CCCc2ccccc21)c1ccc(-c2cc(-c3ccc(N4CCCCC4)cc3)n[nH]2)cc1 (centres undefined)	31	-6	-6
COc1ccc(C(=O)Oc2ccc3oc4c(c3c2)CCCC4)cc1OC	-5	nt	-2
CN(C)Cc1ccc(C(=O)N2CCNCC2C(=O)N2CCCC2)o1 (centres undefined)	6	-9	-3
COc1ccc(CCNC(=O)c2cc(Br)ccc2NS(=O)(=O)c2cc(OC)ccc2OC)cc1	1	1	5
COc1c(F)ccc(-c2nc(C(C)C)nn2-c2ccccn2)c1F	15	nt	-2
O=C(Nc1ccc(Oc2ccccc2F)cc1)C1CCN(C(=O)C2CC23CCC3)CC1 (centres undefined)	2	nt	2
Cc1ccc(Cn2nnc3c(=O)n(C/C=C/c4ccccc4)cnc32)cc1	10	nt	-5
Cc1cccc(NC(=O)CSc2nc3[nH]ncc3c(=O)[nH]2)c1C	-2	nt	-4
Cc1occc1C(=O)NCc1ccc(OC(C)C)cc1	-4	nt	-4
COc1cccc(-c2nc3ccc(Br)cn3c2NC2CCCCC2)c1	-7	-2	-3
CCc1ccc(C2=Nc3nnnn3C(c3ccc(Br)cc3)C2)cc1 (centres undefined)	-5	nt	-5
CNc1ncc(C(=O)N2CCCC(CCc3ccccc3C)C2)cn1 (centres undefined)	4	nt	-5
CCCC(NC(=O)CCc1ccccn1)c1ccc(F)cc1F (centres undefined)	-3	nt	-4
CCN(CC(=O)NC(C)C)C(=O)c1cc(Cl)cc(Cl)c1	-4	nt	-6
CC(Cn1cncn1)C(=O)NCc1cccnc1N1CCN(C)CC1 (centres undefined)	2	-16	-1
Cc1c(C(=O)NCc2snnc2C(C)C)sc2ncn(C)c(=O)c12	3	nt	-7
Cc1ccc(N(CCC(=O)NCC(C)C)S(=O)(=O)c2ccccc2)cc1	3	nt	-9
COCCCNc1nc2ccccn2c(=O)c1C=C1SC(=S)N(C(C)c2ccccc2)C1=O (centres undefined)	5	-7	-7
Cc1ccn2c(NC(C)(C)C)c(-c3ccc(C(F)(F)F)cc3)nc2c1	-7	-8&-4	-8&-3
CCOC(=O)NC(=O)CSc1nncs1	-4	-3	-3
N#Cc1ccc(NCCNc2ncccc2C#N)c(F)c1	1	nt	-7
CN(C)c1ccc(NC(=O)c2cccc(F)c2)cc1CN(C(=O)C1CC1)C1CCCCC1	nt	-5	-6
Cc1nc2n(n1)C(=O)C(C(c1ccco1)N1CCCCC1)S2 (centres undefined)	-5	-5	2
CC(C)CN(Cc1cnn(C)c1)C(=O)CC1NC(=O)c2ccccc21 (centres undefined)	-2	-16	-3
CCc1nc2ccc(C(=O)NCCN3CCOCC3)cn2c1N(C)Cc1ccc(Cl)cc1	6	-3	-2
CCc1ccccc1OCCN(C)C(=O)c1n[nH]c(CC)c1C	0	-8	-1
CCSc1nc(CC(=O)N[C@@H]2C[C@@H](C(=O)OC)N(C)C2)cs1	18	-12	-6
CC(NC(=O)c1ccccn1)c1ccccc1F (centres undefined)	1	-6	-12
CCN1CCN(c2nc(CSc3nnc(C)s3)cc(=O)[nH]2)CC1	3	-9	-5
C=CCN(CC=C)C(=O)CSc1nnc(-c2cccnc2)n1-c1ccccc1F	-8	1	-2
O=C(CN1C(=O)C(=O)N(CCC2=CCCCC2)C1=O)c1ccc(Cl)s1	3	nt	-1
CN(CC(=O)Nc1c(Cl)cccc1Cl)S(=O)(=O)c1ccsc1C(=O)O	4	nt	4
O=C1NC2=C(C(=O)OC2)C(c2ccccc2)N1 (centres undefined)	-11	nt	5
COCCCN(CC(=O)N(CCc1c[nH]c2ccccc12)Cc1ccc(OC)cc1)C(=O)c1cccc(Cl)c1	nt	-5	-11
O=C(NN1CCOCC1)C1CC1c1cc(Cl)cc(Cl)c1 (centres undefined)	-3	nt	0
COC(=O)c1ccc(C(=O)N2CCN(c3ncccc3NC(=O)c3ccc4c(c3)OCO4)CC2)cc1	5	2	0
Cn1c(=O)c2c(nc(CN3CCc4ccccc4C3)n2CCc2ccccc2)n(C)c1=O	1	-10	-7
CCn1c(SCc2ccc(C(=O)N3CCOCC3)cc2)nnc1-c1cccs1	26	-4	-9
Cc1ccc(S(=O)(=O)NC(=O)C2(C)CCN2C(=O)c2ccc(C(F)(F)F)nc2C)cc1 (centres undefined)	3	nt	-10
Cc1cc(C)c(CNC(=O)N2CCN(CC3CCCO3)CC2)c(=O)[nH]1 (centres undefined)	0	nt	-2
O=C(CCC1CCCN(C(=O)c2cccc(-n3cccn3)c2)C1)NCc1ccccc1F (centres undefined)	3	nt	-12
COc1nn(C)cc1C(=O)Nc1nnc(-c2ccco2)o1	7	nt	4
CCC(=O)NCc1ccccc1-c1ccc(OC)cc1C	10	-14	-2
CN1CCC(N2CCCC(NC(=O)c3cccc(N(C)C)c3)C2)CC1 (centres undefined)	3	nt	-6
CCOc1ccc(C2c3cccn3CCCN2Cc2ccoc2)cc1 (centres undefined)	1	-6	-3
CNS(=O)(=O)c1cc(C(=O)N2CCN(C)CC2C)cc(C)c1C (centres undefined)	4	nt	-7
CSc1nc(NC(C)C)c2cnn(CCNC(=O)CCC3CCCC3)c2n1	nt	-7	-3
CCCCC(=O)N1CCN(c2nc(C)nc(C)c2Cc2cccc(OC)c2)CC1	-1	-2	-1
COCn1nc(-c2ccc(Cl)cc2Cl)oc1=S	8	nt	-7
O=C(c1cc2ccccc2oc1=O)N1CCCC(Nc2ccc(F)cc2)C1 (centres undefined)	18	-12	-8
COc1cc(/C=C2\SC(NC(C)=O)=NC2=O)cc2sc(=O)oc12	-3	nt	9
C=C(C)Cn1c(SC(C)CC)nc2c1c(=O)[nH]c(=O)n2C (centres undefined)	3	nt	5

An excerpt of these results, as a markdown table.
| Molecule | NPYLR7 agonist | mcGAS lum | hcGAS inh |
| --- | --- | --- | --- |
| COCCCN(CC(=O)N(CCc1c[nH]c2ccccc12)Cc1ccc(OC)cc1)C(=O)c1cccc(Cl)c1 | nt | -5 | -11 |
| O=C(NN1CCOCC1)C1CC1c1cc(Cl)cc(Cl)c1 (centres undefined) | -3 | nt | 0 |
| COC(=O)c1ccc(C(=O)N2CCN(c3ncccc3NC(=O)c3ccc4c(c3)OCO4)CC2)cc1 | 5 | 2 | 0 |
| Cn1c(=O)c2c(nc(CN3CCc4ccccc4C3)n2CCc2ccccc2)n(C)c1=O | 1 | -10 | -7 |
| CCn1c(SCc2ccc(C(=O)N3CCOCC3)cc2)nnc1-c1cccs1 | 26 | -4 | -9 |
| Cc1ccc(S(=O)(=O)NC(=O)C2(C)CCN2C(=O)c2ccc(C(F)(F)F)nc2C)cc1 (centres undefined) | 3 | nt | -10 |

Nothing new here: entries from further up.
SMILES	NPYLR7 agonist	mcGAS lum	hcGAS inh
O=C(CNC1(c2ccccc2)CC1)NCC(F)(F)F	-1	nt	4
NCCCCC(=O)O	4	-4&-2	1&1

Later entries
SMILES	NPYLR7 agonist	mcGAS lum	hcGAS inh
O=C(CN(CC1CCCO1)S(=O)(=O)c1ccc(Cl)cc1)N(Cc1ccc2c(c1)OCO2)Cc1ccco1 (centres undefined)	22	-8	-10
CC(=O)N1CCN(CC(=O)N2N=C(c3ccccc3F)CC2c2ccccc2)CC1 (centres undefined)	-1	-7	-9
CCOC(=O)c1cnc(-c2ccc(C(F)(F)F)cc2)nc1NCc1ccc(C)o1	8	-6	-7
Cc1cc(SCC(=O)N(C)Cc2nc3ccccc3c(=O)[nH]2)c(C)cc1Br	4	-3	-3
Cc1ccc(C2(O)CCN(C(=O)c3ncccc3O)CC2)nc1	8	-20	-7
O=C(CSc1ncc2ccccn12)Nc1ccc2c(c1)OCO2	-8	nt	-4
CCC(C)N(Cc1cc(NC(=O)c2ccccc2Cl)ccc1N(C)C)C(=O)c1ccc(OC)cc1 (centres undefined)	2	-6	-2
O=C(Oc1nsnc1N1CCOCC1)N1CCCCC1	6	nt	-1
NC(=O)c1ccnc(NCc2ccc(Br)cc2F)c1	-15	nt	-9
CCCCCC(=O)N1CCCC(C(=O)NC2CCCC[C@H]2N(Cc2ccc(Cl)cc2)S(=O)(=O)c2ccccc2)C1 (some centres undefined)	20	-6	-5
Cc1ccc2cc(NC(=O)C3(C)CCN3CC(C)C)ccc2n1 (centres undefined)	8	-7	-14
CCOC(=O)C1(C)CCN1C(=O)c1ccc(OC)cc1 (centres undefined)	-2	nt	-7
Cc1cc(C(=O)NNC(=O)NCCc2ccccc2)c(C)o1	1	nt	-6
CCOC(=O)c1ccc(NC(=O)C2CC(=O)N(C)C(=Nc3ccc(OC)cc3)S2)cc1 (centres undefined)	5	2	4
Cc1ccc(C2(O)CCN(C(=O)c3cccc4c3NCCC4)CC2)nc1	4	-13	0
CCSc1nc(CC(=O)NCc2ccc(C(F)(F)F)nc2)cs1	8	-18	-3
O=C(Nc1ccc(NC2CCCCC2)c2c1C(=O)c1ccccc1C2=O)c1ccccc1	-4	2	24
Cc1ccccc1C(=O)Nc1cccc(C2SCC(=O)N2c2ccc(C(F)(F)F)cc2)c1 (centres undefined)	8	-7	-7
CCCCc1ncc(CN2C[C@H]3CC[C@@H]2CN(Cc2c(C)noc2C)C3)[nH]1	nt	-6	-21
CC(C)COc1nc(-c2ccccc2F)n(-c2ccc(NC(=O)Cc3cccs3)cc2)n1	28	-7	-5

Some entries already given, showing only mcGAS lum and NPYLR7 agonist:
molecule | mcGAS lum | NPYLR7 agonist
Cc1ccc2cc(NC(=O)C3(C)CCN3CC(C)C)ccc2n1 (centres undefined) | -7 | 8
CCOC(=O)C1(C)CCN1C(=O)c1ccc(OC)cc1 (centres undefined) | nt | -2
Cc1cc(C(=O)NNC(=O)NCCc2ccccc2)c(C)o1 | nt | 1
CCOC(=O)c1ccc(NC(=O)C2CC(=O)N(C)C(=Nc3ccc(OC)cc3)S2)cc1 (centres undefined) | 2 | 5
Cc1ccc(C2(O)CCN(C(=O)c3cccc4c3NCCC4)CC2)nc1 | -13 | 4

The list continues:
SMILES	NPYLR7 agonist	mcGAS lum	hcGAS inh
COCCN1CC(CNC(=O)CC23CC4CC(CC(C4)C2)C3)CC1=O (centres undefined)	nt	-7	-2
c1nc(NC23CC4CC(CC(C4)C2)C3)c2ccsc2n1	-5	-1	0
Clc1ccc(Cn2ccnc2CNc2ccccc2)c(Cl)c1	-12	1	-2
Cc1occc1C(=O)NNS(=O)(=O)c1ccc(OC(F)(F)F)cc1	-7	nt	7
CN(Cc1cc(-c2cccnc2)no1)Cc1cccc2c1OCO2	-4	nt	1
COc1cccc(-c2n[nH]c(=O)c3nc(C)sc23)c1	-5	nt	-6
CCCCOCCCNC(=O)c1cnc2c(-c3cccc(C(F)(F)F)c3)cnn2c1C	17	-6	-1
CCc1cc(=O)oc2cc(OC(C)C(=O)N3CCCn4cncc4C3)ccc12 (centres undefined)	22	-17	-2
C=CCN(c1ccccc1Cl)S(=O)(=O)c1cc(C(=O)O)ccc1Cl	2	nt	-7
CCOC(=O)CNC(=O)CN(C(=O)N1CCN(C)CC1)S(=O)(=O)c1ccc(C)cc1	9	-10	-7
CC(c1ccccc1)n1c(C(=O)N2CCc3ccccc3C2)cc2ccsc21 (centres undefined)	34	-5	-4
CC1(C)CC(N[C@@H]2CCOC[C@H]2OCC2CC2)CC(C)(C)N1	nt	-5	-9
CCN(Cc1ccccn1)C(=O)c1ccccc1OC1CCC1	-2	nt	-1
CC(C)(C)c1ccc(CN2CCN(S(N)(=O)=O)CC2)cc1	7	-5	6
Cc1ccc(NC(=O)C(C)NCCCc2c(C)n[nH]c2C)cc1 (centres undefined)	7	nt	-3
O=C1/C(=C/c2ccc(-c3ccc(Br)cc3)o2)C=C(c2ccccc2)N1c1ccc(F)cc1	0	-7	-6
CNC(=O)CSc1nc2c(-c3ccccc3)c(C)nn2c(=O)[nH]1	7	-3	55*
CCn1cnnc1CN(C)C(=O)c1cc2c(cc1OC)CCC2	1	nt	-1
COc1cccc(C(=O)N(CC(=O)N2CCc3sccc3C2COc2ccccc2OC)C2CC2)c1 (centres undefined)	-4	-7	-3
COCCOc1nc(-c2ccc(OC)cc2)n(-c2cccc(NC(=O)c3ccc4c(c3)OCO4)c2)n1	-4	-3	-3
CCc1nc(-c2ccccc2)nc(N2CCN(C(=O)COC)CC2)c1Cc1ccc(F)cc1	5	-7	-4
O=C1NC2(CCN(Cc3ccoc3)CC2)Nc2ccc(Br)cc21	0	-5	-9
Cc1ccc(S(=O)(=O)N2CCCCC2)cc1NS(=O)(=O)c1ccc2c(c1)OCCCO2	-3	0	3
CC(C)(COC(=O)CN1CCCC1)COC(=O)CN1CCCC1	12	nt	-9
CCOCCn1c(SCC(=O)O)nc2c1c(=O)[nH]c(=O)n2C	-2	nt	-7
O=S(=O)(NCCc1csc2nc(-c3ccccc3)nn12)c1ccc2c(c1)OCCO2	-4	-7	-3
COCCN(Cc1cc(Cl)ccc1OCc1nc(CO)cs1)C(=O)c1ccco1	-5	0	0
CCCC1=NN2C(=N)/C(=C/c3ccc(N(C)C)cc3)C(=O)N=C2S1	8	nt	1
COCCn1nc2n(c1=O)CCC1(CCNCC1)CC2	nt	-5	-7
CC(C)CN(Cc1cc2c(cc1Br)OCCO2)C1CC1	-5	nt	3
COc1ccc(OCC(=O)Nc2c3c(nn2CC(=O)NCc2ccco2)CSC3)cc1	-4	-5	2
Clc1ccc(-c2csc3ncnc(N4CCCCC4)c23)cc1	2	-10	-7

Assay outcomes deposited in PubChem BioAssay by Fisher Drug Discovery Resource Center.
